Screens (PubChem)
PriA SSB inh – inhibitors of Klebsiella pneumoniae PriA binding to SSB C-terminal tail, primary screen, biochemical, AlphaScreen. AlphaScreen SSBct-PriA binding, biotinylated peptide. inhibition, % at 33 µM. AID 1272365, 2023. 0.6% of 430,000 active; in the data active means inhibition mostly above about 37%, no sharp cut-off; inactive means mostly below about 20%;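 further: plate controls were negative control peptide for no effect and reference peptide for full effect; strong numbers were not always called active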
Active calls of the source: *; & = joins results of further samples. The list is partial; the hit share may differ from the screen's.

SMILES | PriA SSB inh
CN(C)C(CNC(=O)c1ccc([N+](=O)[O-])cc1Cl)c1ccc(F)cc1 (stereo not given) | 9.0
O=C(NN=Cc1ccncc1)c1ccc(NS(=O)(=O)c2cccs2)cc1 | -2.9
CCN1C(=O)Cc2cc(NC(=O)COc3ccc(Cl)cc3Cl)ccc21 | 21.0
O=C(Cc1ccc(F)cc1)N1CCC(N2CCC[C@@H]2COCc2ccccc2)CC1 | 1.0
O=C(CSc1nnc2ccc3ccccc3n12)NCc1ccco1 | -14.0
COc1ccc(CC(=O)NCCNC(=O)c2ccc(NC(=O)C3CC3)cc2)cc1 | 9.0
C=CCNC(=O)C(=O)Nc1cccc(Cl)c1C | -4.0
CS(=O)(=O)N1CCCCC1C(=O)N1CCc2ccccc2C1 (stereo not given) | -4.0
CCc1ccccc1NC(=O)COc1cc(C)nc(N2CCN(c3ccccc3)CC2)n1 | -5.0
CCN(CC)Cc1sc(NC(=O)c2ccccc2)nc1C | -8.0

3 entries out of the list, arranged by count of non-hydrogen atoms, falling.
SMILES | PriA SSB inh
CCN1C(=O)Cc2cc(NC(=O)COc3ccc(Cl)cc3Cl)ccc21 | 21.0
O=C(CSc1nnc2ccc3ccccc3n12)NCc1ccco1 | -14.0
C=CCNC(=O)C(=O)Nc1cccc(Cl)c1C | -4.0

Other structures:
SMILES | PriA SSB inh
COc1ccc(C(=O)NCC(=O)NN=Cc2ccc([N+](=O)[O-])s2)cc1OC | -16.2
Cc1ncc(CO)c(C=NN=Cc2ccccc2O)c1O | 15.2
Cc1ccc(Cn2c(CO)cnc2SCC(=O)Nc2cccc([N+](=O)[O-])c2)cc1 | 28.0
N#C/C(=C\c1ccc2noc(-c3ccccc3)c2c1)C(=O)Nc1ccc([N+](=O)[O-])cc1 | 5.0
COc1ccc(NC(=O)C(=O)NCC2CCN(C(C)C)CC2)cc1OC | -9.0
Cc1ccccc1-n1c(CC2CCN(C(=O)C3CC4C=CC3C4)CC2)n[nH]c1=O (stereo not given) | -10.0
O=C(CSc1nccn2nc(-c3cccc4ccccc34)cc12)N1CCN(c2ccc(F)cc2)CC1 | -5.0&-3.0
COc1ccc(OC)c2sc(N(CCN3CCOCC3)C(=O)c3ccno3)nc12 | -9.0
CC1Cc2ccccc2N1C(=O)CON=Cc1ccccc1OC(F)F (stereo not given) | -0.2
COc1cccc(NC(=O)CSc2nnc3ccc4ccccc4n23)c1 | -5.0
Cc1cc(C(=O)N2CCC(CSc3nccn3C)CC2)c(C)o1 | -10.0
CC(=NNc1cc(Cl)nc(C)n1)c1ccccc1 | -24.1
CC(=O)Nc1ccc(S(=O)(=O)N2CCOC3(CCOCC3)C2)cc1 | -9.0
Cc1cccnc1NC(=O)C1CCCN(c2ccc(-c3ccccc3)nn2)C1 (stereo not given) | -18.0
COCCNC(=O)Cn1nc2c(c1N)CSC2 | -2.0
O=C(Nc1c(-c2ccc(F)cc2)nc2ccccn12)c1cc(N2CCCCC2)ncn1 | -7.0
O=C(Nc1nnc(-c2cccc([N+](=O)[O-])c2)s1)c1cccc(Br)c1 | -10.0
COc1ccc(-c2nnc3ccc(OCCNC(=O)Nc4ccc(Cl)cc4)nn23)cc1 | -11.0
CC(C)Cn1c(SCc2ccccc2)nc2cc(C(=O)NC(C)C)ccc2c1=O | -4.0&4.0
Cc1nc2c([nH]1)CC(C(=O)N1c3ccc(F)cc3CCC1C)CC2 (stereo not given) | -21.0

The list goes on; it opens with the 2 that closed the last part.
SMILES | PriA SSB inh
CC(C)Cn1c(SCc2ccccc2)nc2cc(C(=O)NC(C)C)ccc2c1=O | -4.0&4.0
Cc1nc2c([nH]1)CC(C(=O)N1c3ccc(F)cc3CCC1C)CC2 (stereo not given) | -21.0
COc1cc(NC(=O)N2CCNC2=O)ccc1N1CCCC1=O | 0.0
CC(C)CCNC(=O)C1(c2cccs2)CCCC1 | -11.0
O=C(CCS(=O)(=O)c1ccccc1)N(Cc1cccnc1)c1nc2c(Cl)cccc2s1 | -14.0
O=C1/C(=C/c2ccco2)Oc2c1ccc1c2CN(Cc2ccccn2)CO1 | 97.0*
COc1ccc(CCNC(=O)CN2C(=O)CC(c3ccc(F)cc3)=Nc3ccccc32)cc1OC | 4.0
COc1ccc(S(=O)(=O)Nc2ccc3c(c2)N(C(=O)c2ccccc2)CCC3)cc1Cl | -12.0&6.0
COc1ccc(/C=C/C(=O)NNC(=O)c2cc(C)[nH]n2)cc1OC | -4.0
C=CCCC(=O)NCC(C)(O)CSC (stereo not given) | -11.0
CC(=NNC(=S)NCCc1ccccc1)c1ccc(C)cc1 | 2.4
COC(CNC(=O)c1ccco1)c1ccco1 (stereo not given) | -28.0
Cc1cc(C(=O)N2CCNC(=O)C2(C)C)nn1C | 3.0
CS[C@H]1CCN(C(=O)c2ccc3c(c2)OCO3)C1 | -18.0
CCOC(=O)CC1=Nc2ccccc2N(CC(=O)Nc2ccc(C)cc2Br)C(=O)C1 | 2.0
Cc1cc(C=NNC(=O)c2cccc([N+](=O)[O-])c2)c(C)n1-c1ccccc1 | 11.3
COc1ccc(C=Nn2c(C)nc3sc(C)c(C)c3c2=O)cc1OC | -5.3
CC(=NNC(=O)c1cccc(S(=O)(=O)N2CCOCC2)c1)c1ccc(O)cc1 | 7.5
CC(=O)c1cccc(NC(=O)Cn2c(=O)nc(-c3ccccc3)c3cc(Cl)ccc32)c1 | -17.0
Cc1ccc(-c2noc(-c3oc4ccc(S(=O)(=O)N5CCSCC5)cc4c3C)n2)cc1 | -21.0
Cn1cccc(C(=O)NCCc2nc3c(c(C(F)(F)F)n2)CCCC3)c1=O | 0.0
CN1CCN(N=Cc2ccc(Cl)c(Cl)c2)CC1 | 10.5

Quoted at random: 2 compounds from above, in no set order.
SMILES | PriA SSB inh
COc1ccc(/C=C/C(=O)NNC(=O)c2cc(C)[nH]n2)cc1OC | -4.0
Cc1cc(C(=O)N2CCC(CSc3nccn3C)CC2)c(C)o1 | -10.0

(more compounds)
SMILES | PriA SSB inh
C=CCn1c(=C(C#N)c2nnc3n2CCCCC3)sc(=Cc2ccc(Cl)cc2)c1=O | -1.7
COc1ccc(C(CNC(=O)c2ccc(F)c(F)c2)N2CCOCC2)cc1 (stereo not given) | 3.0
COc1ccc(OC)c2sc(N3CCN(C(=O)CCS(=O)(=O)Cc4ccccc4)CC3)nc12 | -8.0
CC(=O)c1cccc(NC(=O)CSc2ccc3ccccc3n2)c1 | -4.0
Cc1nc2ccccc2/c(=N\Nc2ccc([N+](=O)[O-])cc2)n1N | 0.0
CCOC(=O)c1sc(NC(=O)c2ccc(S(=O)(=O)N(C)Cc3ccco3)cc2)cc1C | -17.0
COc1cccc(OCC(=O)NC(C)C)c1 | -17.0&1.0
O=C(c1cncc(Br)c1)N1CC(Oc2nc3c(Cl)cccc3s2)C1 | -10.0
CC(CC(=O)NCC(C)C)=NNC(=O)COc1cc(C)c(Br)cc1Br | -15.2
Cc1c(NC(=S)NN=Cc2ccccc2O)c(=O)n(-c2ccccc2)n1C | 58.2
CCOC(=O)CSc1nc(-c2ccc(C)cc2)cn1-c1ccccc1 | -7.0
CCOc1ccc(Br)cc1C(=O)NN=Cc1ccc([N+](=O)[O-])cc1 | -8.8
O=C(NCCCn1nc(-c2cccnc2)ccc1=O)c1cc2ccccc2oc1=O | -6.0
C=CCn1c(=O)c2c(nc3n(CCc4ccc(OC)c(OC)c4)c(C)c(C)n23)n(C)c1=O | -3.0
CSc1sccc1C=NNC(=O)c1ccncc1 | -5.9
O=C(NCC(c1ccsc1)N1CCc2ccccc2C1)C(=O)Nc1cc(F)ccc1F (stereo not given) | -13.0
CO[C@@H](CNC(=O)C(=O)Nc1ccccc1C(F)(F)F)c1ccc(C)s1 | -18.0
O=c1ccc(-c2nc(-c3ccc(Cl)cc3)no2)cn1Cc1ccc2c(c1)OCO2 | 2.0
CCSc1ccccc1C(=O)N1CC(c2nc(-c3ccc[nH]c3=O)no2)C1 | -3.0
Cc1ccc(S(=O)(=O)N2CCC(C(=O)Nc3cc(C)nn3C)CC2)cc1 | -8.0

Of the compounds above, 4 have an NH in an aromatic ring.
SMILES | PriA SSB inh
Cc1ccccc1-n1c(CC2CCN(C(=O)C3CC4C=CC3C4)CC2)n[nH]c1=O (stereo not given) | -10.0
Cc1nc2c([nH]1)CC(C(=O)N1c3ccc(F)cc3CCC1C)CC2 (stereo not given) | -21.0
COc1ccc(/C=C/C(=O)NNC(=O)c2cc(C)[nH]n2)cc1OC | -4.0
CCSc1ccccc1C(=O)N1CC(c2nc(-c3ccc[nH]c3=O)no2)C1 | -3.0

(more compounds)
SMILES | PriA SSB inh
O=C(O)c1ccc(NN=Cc2ccc3ncccc3c2)cc1 | -12.1
CCOC(=O)c1nn(-c2ccc(C)cc2)c(=O)cc1OCc1c(F)cccc1Cl | -7.0
COCCNC(=O)C(=O)Nc1ccc(N2CCCC2=O)c(C)c1 | 1.0
CCOC(=O)C1=C(C)N=c2sc(=Cc3ccco3)c(=O)n2C1c1cccc(OC)c1 (stereo not given) | 4.9
CCN1C(=O)CCc2cc(NC(=O)NC(c3ccccc3)c3ccccc3)ccc21 | 8.0
CCOC(=O)c1ccc(Nc2ncnc3c2nnn3C)cc1 | 6.0
COCCN(Cc1ccoc1)C(=O)C1c2ccccc2Oc2ccccc21 | 14.0
CCc1ccc(S(=O)(=O)Nc2cnn(C3CCOCC3)c2)s1 | -25.0
CCCn1cc(S(=O)(=O)CC(=O)Nc2ccc(F)cc2)c2ccccc21 | -8.0
COc1cccc(C(CNC(=O)c2ccc(Br)cc2)N2CCOCC2)c1 (stereo not given) | -14.0
COc1ccc2cc(Br)ccc2c1CC(=O)NCc1cccnc1 | -7.0
CSc1ncccc1C(=O)NCCCn1ccnc1-c1ccccc1 | -8.0
CCOC(=O)CCC(=O)N1CC(c2nc(Cc3ccccc3)no2)C1 | -12.0
Cc1ccc(NC(=O)Cc2cc(=O)[nH]c(SCc3cccc(Cl)c3)n2)cc1C | -2.0
COc1nccc(NS(=O)(=O)c2ccc(NC(=O)c3ccc(C(C)(C)C)cc3)cc2)n1 | 18.0
Cn1c(SCC(=O)Nc2ccc(C(N)=O)cc2)nnc1-c1ccc(=O)n(C)c1 | -9.0&-7.0
CON=C(c1ccccc1)c1cccnc1 | -14.3
Cc1nc(-c2noc(-c3cccnc3)n2)cn1CC(=O)NCc1ccccc1Cl | -34.0
Fc1cccc(C=NNc2ccc3ccccc3n2)c1 | -12.5
Cc1cc(C(=O)N2CCCC(Oc3nccnc3N(C)C)C2)c(C)o1 (stereo not given) | -22.0
CCNS(=O)(=O)c1ccc(NC(=O)c2ccccn2)cc1 | 18.0
CCCc1ccc(C(=O)N2CCOC(Cc3ccccc3)C2)cc1 (stereo not given) | -16.0
O=C(CCc1csc(NC(=O)Nc2cccc(Cl)c2)n1)NC1CCCC1 | -2.0
COc1ccccc1OCC#CCNC(=O)CSC1CCCC1 | 7.0
CC(=NNC(=O)CCC(=O)NCc1ccccc1)c1ccco1 | -7.8
O=C(NCc1cnn2c1CCCC2)c1ccc2c(c1)OCO2 | -8.0
COc1cccc2sc(N3CC(OC(=O)COc4ccccc4C)C3)nc12 | -5.0
COc1ccc(CCNC(=O)CSc2nnc(NC(=O)CC(C)C)s2)cc1OC | 7.0
CCOC(=O)c1sc(-c2ccccc2)cc1NC(=O)c1ccccc1Br | -2.0
COc1ccccc1OCC#CCNC(=O)c1cc(-c2ccco2)on1 | -22.0
O=C(Nc1ccc(SCc2ccccn2)nn1)c1ccccc1 | -5.0
Cc1ccc(C=NN2CCN(Cc3ccccc3)CC2)o1 | 4.2
Cc1nc2ccc(NC(=O)CCSc3ccccc3)cc2c(=O)n1-c1ccc(F)cc1 | -13.0&3.0
O=C(Nc1nc(-c2ccccc2)c(C(=O)c2ccccc2)s1)c1ccno1 | 4.0
Cc1ccc(/C=C/S(=O)(=O)Nc2ccccc2-c2csc(C)n2)cc1 | -12.0
O=c1oc2ccc(Br)cc2cc1S(=O)(=O)c1cc(F)cc(F)c1 | 1.0
CN1C(=O)CCc2cc(NS(=O)(=O)CBr)ccc21 | -4.0
Nc1ccnc2ccccc12 | -7.0
COc1ccc(S(=O)(=O)NCCNC(=O)c2ccc(NC(C)=O)cc2)cc1OC | -12.0
CCCOc1nn(CCC)cc1C(=O)Nc1ccc(C)c(F)c1 | -6.0
O=C(Nc1ccccc1F)NC1CCCC(O)C1 (stereo not given) | -10.0
O=C1CCc2cc(S(=O)(=O)N3CCSC(c4ccccc4F)CC3)cc3c2N1CC3 (stereo not given) | -10.0
COCCNC(=O)NCc1cccnc1-c1ccsc1 | -9.0
O=C(c1ccno1)N1CC(S(=O)(=O)c2ccc(F)cc2)C1 | -12.0
CCC(CO)NC(=O)C(=O)Nc1c(C(N)=O)oc2ccccc12 (stereo not given) | -5.0
CCN1C(=O)C(C)(C)COc2ccc(NC(=O)COc3ccc(Cl)cc3Cl)cc21 | 18.0
COCC(=O)N1CCCc2ccc(NS(C)(=O)=O)cc21 | -9.0
CC(C)NC(=O)C(=O)NCCCc1ccc(N(C)C)cc1 | -5.0
O=C(NN=Cc1cccc(O)c1)c1csc2ccccc12 | 6.0
O=C(Nc1nnc(-c2cc(Cl)ccc2Cl)o1)c1ccc2c(c1)OCCO2 | -22.0
(more compounds)
SMILES | PriA SSB inh
O=[N+]([O-])c1ccc(Cl)c(C=Nn2c(COc3ccccc3)n[nH]c2=S)c1 | 6.7
O=C(NN=Cc1cc(Br)cc(Cl)c1O)c1ccc2c(c1)OCO2 | -12.4
Cc1ccc(NC(=O)Cn2c(=O)c(N3CCCCC3)nc3ccccc32)c(Cl)c1 | -19.0
Cc1cc(C)c(NC(=O)c2c(C)cc(C)cc2C)c(C)c1 | 10.0
O=C(O)CC1CCCCN1S(=O)(=O)c1ccc(F)cc1 (stereo not given) | 15.0
CC(=O)Nc1ccc(C(=O)N2CC(Oc3nc4c(C)cccc4s3)C2)cc1 | -13.0
CC(=O)N1CCc2ccc(NS(C)(=O)=O)cc2C1 | -8.0
CN(C)CC#CCNC(=O)NCc1ccc(F)cc1 | -8.0
O=C(NN=C1CCCc2ccccc21)c1ccccc1[N+](=O)[O-] | 1.5
O=C(c1cc(-c2cccnc2)on1)N1CC(n2cc(COc3ccccc3)nn2)C1 | -13.0
COc1cc(C)c(C)cc1S(=O)(=O)NCCCn1nc(-c2ccc(F)cc2)ccc1=O | 9.0
OCCN1CN=C(SCc2ccccc2)NC1 | -10.0
COCc1cc(C)nc(OCC(=O)NN=Cc2ccccc2O)c1C#N | -3.0
NC(N)=Nc1nc(CSCCC(N)=NS(N)(=O)=O)cs1 | -16.9
